APOBEC3A inh = blocks human APOBEC3A ssDNA deamination | recombinant A3A, FAM/TAMRA ssDNA deamination fluorescence | inhibition, % at 20 µM | 330,000 tested, 0.41% active;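 active = at least 40% inhibition at 20 µM here, with at most 30% in a related deaminase screen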;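 also: plate controls were A3A with DMSO for no effect and wells lacking A3A enzyme for full effect; some results filed as inactive read as strong as hits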
Target sequence (P31941 whole entry, looked up): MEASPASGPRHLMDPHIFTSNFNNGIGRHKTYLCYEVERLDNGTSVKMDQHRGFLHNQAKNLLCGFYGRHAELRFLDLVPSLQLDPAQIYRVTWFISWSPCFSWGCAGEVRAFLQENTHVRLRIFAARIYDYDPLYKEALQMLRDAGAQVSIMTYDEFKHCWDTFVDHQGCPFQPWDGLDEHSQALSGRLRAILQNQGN
hIAP block = human IAP inhibition; P09923; purified IAP, CDP-Star luminescence, 30 min; inhibition, % at 10 µM; 330,000 tested, 0.12% active; AID 2544;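 active = inhibition reaching a set limit with compound at 10 µM in the primary screen, cut at about 35% in these data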;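 also: plate controls were DMSO wells with enzyme for no effect and no-enzyme buffer wells for full effect; values of inactives mirror those of a sister screen read the other way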
ATG4B inhibitor = blocks human ATG4B protease cleavage of LC3 substrate; Q9Y4P1; ATG4B cleavage of LC3-PLA2, NBD-HPC fluorescence, 1 h; inhibition, % at 8.33 µM; 340,000 tested, 0.51% active; in the data active = inhibition above about 40%
Target sequence (Q9Y4P1 whole entry, looked up): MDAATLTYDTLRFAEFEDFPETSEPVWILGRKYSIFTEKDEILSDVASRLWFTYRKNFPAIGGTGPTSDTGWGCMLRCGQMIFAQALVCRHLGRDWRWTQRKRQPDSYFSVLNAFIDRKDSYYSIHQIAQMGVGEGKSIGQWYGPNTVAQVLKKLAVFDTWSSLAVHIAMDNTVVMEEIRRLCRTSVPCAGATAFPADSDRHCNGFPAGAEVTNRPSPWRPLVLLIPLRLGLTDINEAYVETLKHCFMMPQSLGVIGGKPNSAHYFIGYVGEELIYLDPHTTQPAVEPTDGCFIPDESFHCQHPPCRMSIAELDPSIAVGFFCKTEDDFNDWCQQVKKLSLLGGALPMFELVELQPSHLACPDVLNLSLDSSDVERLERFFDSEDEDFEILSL
mIAP activ = increases mouse intestinal alkaline phosphatase activity. 330,000 tested, 0.24% active. AID 2805. activation factor at 10 µM. muIAP, CDP-Star luminescence, 30 min; hits give high values; 1 = vehicle-only enzyme signal, 0 = enzyme-free wells;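 active = activation factor of at least 2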; also: the source names both 10 and 20 µM as test concentration; values of inactives mirror those of a sister screen read the other way
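Assay system: mouse IAP enzyme / Compound: DMSO-dissolved test compounds / Timing: 30 min, room temperature / Measured by: luminescence from enzymatic CDP-Star hydrolysis / Control set: DMSO-only wells, enzyme-free buffer wells as negative control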
MIN6 prolif = MIN6 beta-cell proliferation induction. 330,000 tested, 0.29% active. MIN6 cells proliferation, ATPlite luminescence, 48 h; cells starved in 0.2% serum; 100% = growth in 10% serum. proliferation, % at 10 µM;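 active = compounds whose signal lies at least 3.5 SD above the mean of all wells on their plate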;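 also: 0% = DMSO-treated cells in low-serum medium and 100% = 10% serum control; some compounds called inactive have numbers as strong as hits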
APOBEC3G inh = blocks human APOBEC3G single-stranded DNA deamination. 330,000 tested, 0.28% active. recombinant A3G, ssDNA deamination FAM/TAMRA fluorescence. Q9HC16. inhibition, % at 20 µM;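 active = inhibition of at least 40% at 20 µM, with no more than 30% in the related APOBEC3A deaminase screen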;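 also: plate controls were DMSO wells with A3G for no effect and wells lacking A3G enzyme for full effect; some compounds called inactive have numbers as strong as hits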
Target sequence (Q9HC16 whole entry, looked up): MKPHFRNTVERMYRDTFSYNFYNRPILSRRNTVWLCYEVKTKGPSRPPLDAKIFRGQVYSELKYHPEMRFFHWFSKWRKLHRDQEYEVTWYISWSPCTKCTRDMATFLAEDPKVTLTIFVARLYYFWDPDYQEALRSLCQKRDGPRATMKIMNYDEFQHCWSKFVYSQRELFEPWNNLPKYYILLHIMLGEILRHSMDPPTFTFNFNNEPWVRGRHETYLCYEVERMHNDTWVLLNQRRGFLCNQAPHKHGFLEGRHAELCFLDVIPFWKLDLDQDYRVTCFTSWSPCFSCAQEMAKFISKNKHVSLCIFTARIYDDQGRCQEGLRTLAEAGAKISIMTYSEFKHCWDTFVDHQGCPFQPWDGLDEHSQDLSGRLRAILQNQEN
hIAP act = human IAP activation | P09923 | purified human IAP, CDP-Star luminescence, 30 min; hits give high values; 1 = vehicle-only enzyme, 0 = enzyme-free background | activation factor at 10 µM | 330,000 tested, 0.16% active | AID 2524;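 active = activation factor of the enzyme at least 2-fold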; also: the source names both 10 and 20 µM as test concentration; values of inactives mirror those of a sister screen read the other way
MPTP block = blocks calcium-induced mitochondrial swelling; isolated mouse mitochondria, Ca2+ swelling absorbance, 30 min; inhibition, % at 10 µM; 360,000 tested, 1.4% active; AID 602449;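 active = inhibition of 50% or more, scaled per plate between neutral and stimulator controls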;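 also: 0% = DMSO wells given calcium and 100% = 1 mM EGTA wells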
mIAP block = blocks mouse intestinal alkaline phosphatase. 330,000 tested, 0.2% active. purified mouse IAP, CDP-Star luminescence, 30 min. inhibition, % at 10 µM;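 active = inhibition of at least 40% at 10 µM in the primary screen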;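 also: plate controls were DMSO with enzyme for no effect and no enzyme wells for full effect; values of inactives mirror those of a sister screen read the other way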
The depositor's hits bear a star; x = not tested or not shown. Compounds were not picked by outcome; overall some 3.3% were active at least once.

Values run as follows: APOBEC3A inh	hIAP block	ATG4B inhibitor	mIAP activ	MIN6 prolif	APOBEC3G inh	hIAP act	MPTP block	mIAP block
- O=C1NC(c2ccccc2)=C(c2ccc3ccccc3n2)C(c2ccncc2)N1 (stereo not drawn)
→ -1	17	-1	0.96	-2	-10	0.83	0.8	4
- CC(C)(Oc1ccc(Cl)cc1)C(=O)OCC(=O)NCCc1ccc(S(N)(=O)=O)cc1
→ 3	-19	-9	1.1	-1	1	1.2	1.6	-8
- COc1cnc(N(C)C)nc1Sc1cccc(Cl)c1
→ 2	18	6	0.9	0	0	0.82	-1.1	10
- Cc1nnc(SCC(=O)NC(C)(C)C)n1CCc1ccccc1
→ 0	2	-14	1.1	0	0	0.98	-0.9	-6
- Nc1ccc2c(c1)OC1(CCCC1)O2
→ 2	5	-15	0.78	-2	4	0.95	1.3	22
- CC(=O)C1C(c2ccc(F)cc2)C2C(C)=NN=C2CC1(C)O (stereo not drawn)
→ 1	4	-5	0.88	2	-8	0.96	0.5	12
- Cc1cccc(C(C)C)c1NC(=O)CN1C(=O)NC(Cc2ccccc2)C1=O (stereo not drawn)
→ -1	-5	0	1.2	-1	-6	1.1	1.2	-17
- CC1(C)CC(=O)C(C(O)c2ccc([N+](=O)[O-])cc2)C(C)(C)N1 (stereo not drawn)
→ 3	18	3	0.97	-6	-1	0.82	-0.3	3
- Cc1ccc(OCC(=O)OC(C)CN2CCCCC2)cc1 (stereo not drawn)
→ -5	5	-3	1	0	-4	0.95	2.1	-5
- COc1ccc(NC(=O)CCN2CCN(S(=O)(=O)c3ccc(OC)cc3)CC2)cc1
→ 1	-22	-7	1.1	4	-10	1.2	0.7	-15
- CCOC(=O)C1=C(C)N(CCCCCC(=O)O)C(=O)NC1c1cccc([N+](=O)[O-])c1 (stereo not drawn)
→ 0	-1	0	0.9	-1	-13	1	-2.8	10
- CCc1ccc2[nH]cc(S(=O)(=O)c3ccc(C)c(C)c3)c(=O)c2c1
→ -1	5	-12	0.89	-1	-5	0.95	1.2	11
- O=C(C1=C(O)C(=O)N(CC2CCCO2)C1c1ccccc1Cl)c1ccco1 (stereo not drawn)
→ -4	14	-8	0.99	0	-7	0.86	0.9	1
- COc1cc(F)c(C(=O)NC(C)(C)CO)cc1OC
→ 3	12	-5	1	3	0	0.89	0.5	-2
- COC(=O)C(Cc1cnc(Cl)s1)(C(=O)OC)c1ccc([N+](=O)[O-])cc1[N+](=O)[O-]
→ 4	-81	-10	0.85	-2	1	1.8	2.6	14
- Cc1ccccc1NC(=O)c1cc2ccccn2n1
→ 3	0	0	0.91	-5	-4	1	1.2	9
- Cc1ccc(S(=O)(=O)N2CCCC2)cc1C(=O)N1CCN(Cc2ccccc2)CC1
→ -1	-2	-4	0.98	0	-5	1	-1.6	2
- CC(C)N(C)Cc1nnnn1CC(=O)N(C)Cc1ccc(F)cc1
→ -2	-6	8	0.95	0	-8	1.1	0.8	5
- COc1ccccc1N(CC(=O)N/N=C/c1ccc(SC)cc1)S(C)(=O)=O
→ 5	-8	-5	0.95	-2	0	1.1	-2.1	5
- O=C(CN1C(=O)NC2(CCCCC2)C1=O)Nc1ccc(S(=O)(=O)N2CCOCC2)cc1
→ -4	6	-12	1	0	-5	0.94	-0.7	0
- O=C(CCN1CCN(CCO)CC1)Nc1ccccc1
→ -9	-3	-7	1	-4	-8	1	1.1	-4
- CN(C)c1nc(OCCOC(=O)Nc2ccc(Cl)cc2Cl)nc(N(C)C)n1
→ -2	-12	5	0.95	-2	-2	1.1	0.8	5
- O=C(NCc1ccc(Cl)cc1)C1CCN(C(=O)c2ccco2)CC1
→ -4	1	0	0.97	0	-5	0.99	-0.7	3
- CCCCNC(=O)C1CC(c2ccccc2[N+](=O)[O-])=NO1 (stereo not drawn)
→ 0	-9	-8	1.1	-1	-5	1.1	0.5	-7
- N#CC(=C=[N-])C1=C(C#N)C(c2ccccc2F)C([n+]2ccccc2)C(O)(C2CC2)N1 (stereo not drawn)
→ 1	7	-7	0.95	-1	-1	0.93	-2.0	5
- O=C(NCC(=O)N1CCN(S(=O)(=O)c2cccs2)CC1)c1ccc(Cl)cc1
→ -2	5	-8	0.97	-2	-2	0.95	-0.1	3
- Cn1c2ccccc2c2ncn(Cc3ccc(F)cc3)c(=O)c21
→ -2	-42	-6	0.98	-3	-5	1.4	3.9	2
- O=C(O)c1cccc(NS(=O)(=O)c2cccc3nsnc23)c1
→ -4	6	13	0.93	-1	-8	0.94	-2.1	7
- COc1ccc(NS(=O)(=O)c2cccc(NC(=O)COc3ccccc3[N+](=O)[O-])c2)cc1
→ -2	-4	-7	0.92	2	-3	1	1.5	8
- COc1ccccc1Cn1c(=S)[nH]c2cc(C(=O)N3CCN(c4ccccc4OC)CC3)ccc2c1=O
→ 0	-17	0	0.9	-7	4	1.2	-0.5	10
- O=C(CSc1nnc(-c2ccc(F)cc2)o1)NC1CCCCC1
→ -3	-3	-7	1	4	0	1	-0.6	0
- O=C(CN1C(=O)COc2ccc(S(=O)(=O)N3CCCC3)cc21)NC1CCCCCCC1
→ -4	4	x	1.1	0	-6	0.96	x	-12
- Cc1ccc(C(C)C)c(OCC(=O)OCc2c(C)noc2C)c1
→ 0	8	10	0.99	-2	-4	0.92	0.5	1
- CN(C)/C=C(\C(=O)c1cccc(Cl)c1)c1nnnn1-c1ccccc1
→ 1	1	-4	1	-2	-4	0.99	1.4	-1
- Nc1c(C(=O)O)sc2nc3c(cc12)CCCC3
→ 6	12	-4	1	0	3	0.88	4.4	0
- COc1ccc(-c2cn(-c3ccc(C)c(Cl)c3)c(=S)[nH]2)cc1OC
→ -5	-3	-7	0.93	-3	-14	1	2.5	7
- Nc1c(C(=O)NC2CCCC2)sc2nc(-c3cccs3)ccc12
→ 1	13	-7	0.85	-5	1	0.87	0.2	15
- Clc1cccc(Nc2ncnc3ccc(Br)cc23)c1
→ 2	5	-14	0.96	-4	-2	0.95	91*	4
- Fc1ccc(CNc2ccc(N3CCN(Cc4ccccc4)CC3)cc2)cc1
→ -2	2	11	1	-4	10	0.98	1.5	-3
- COc1ccccc1NCCC(=O)OCC(=O)Nc1cc([N+](=O)[O-])ccc1F
→ -5	-10	2	0.97	2	-5	1.1	3.2	3
- COc1cc2c(cc1N/C=C(\C#N)c1nc(-c3ccccc3)cs1)oc1ccccc12
→ -7	6	-10	1.1	1	-13	0.94	-0.8	-6
- CC(=O)[C@H]1CC[C@H]2[C@@H]3C=CC4=CC(=O)CC[C@@]4(C)[C@@H]3CC[C@]12C
→ -3	0	-5	0.88	-5	-8	1	-2.3	12
- O=C(CC1CCCCC1)NCCOc1ccccc1
→ 2	6	12	1.1	-2	-2	0.94	12	-6
- CCN(CC)S(=O)(=O)c1ccc(C(=O)Nc2nnc(COC)o2)cc1
→ 1	-5	-6	1	2	2	1.1	-0.1	-4
- CNC(=O)C1CC(=O)N(c2ccc(OCC(=O)N3CCCC3)cc2)C1 (stereo not drawn)
→ -4	-9	-8	0.99	0	1	1.1	-0.1	1
- CCOc1ncccc1C(=O)Nc1cccc(-n2cnnn2)c1C
→ 6	9	-1	1	-2	1	0.91	0.3	-3
- COc1ccc(NC(=O)CN2C(=O)COc3ccccc32)cc1OC
→ -6	7	-3	1.1	1	-8	0.93	-0.1	-8
- CCN(CC)c1ccc(NC(=S)NC(=O)Cc2ccccc2)cc1
→ -2	13	6	0.91	0	-1	0.87	0.5	9
- O=C(CCC(=O)c1ccc(Cl)cc1)NCc1ccccc1
→ -4	13	1	0.98	6	-6	0.87	-0.5	2
- N#Cc1cccnc1N1CCN(C(=O)c2ccco2)CC1
→ -1	-4	5	1	2	-1	1	2.9	-4
- CN(CC1CCOCC1)C(=O)CC1C(=O)NCCN1Cc1ccc(Cl)c(F)c1 (stereo not drawn)
→ -6	5	-12	1	0	5	0.95	-0.3	-1
- COc1ccc(-c2nn3c(-c4ccccc4)nnc3s2)cc1
→ -2	-8	32	0.9	-1	-6	1.1	9.1	10
- O=C(NC(=S)N1CCOCC1)c1cc2ccccc2o1
→ 0	7	0	1	-4	1	0.93	-0.4	-3
- c1ccc(-n2ncc3c(NCc4cccnc4)ncnc32)cc1
→ -5	0	-3	1	-1	-3	1	-0.7	-1
- CC(=O)Nc1cc(C(=O)OCC(=O)c2ccc(Cl)cc2Cl)ccc1C
→ -1	-68	7	1.1	-4	-5	1.7	2.8	-5
- O=C(NCCc1ccccc1)C(=O)c1c(-c2ccccc2)[nH]c2ccccc12
→ -8	21	-23	0.89	-4	-12	0.79	-2.5	11
- Cc1ccnc(NS(=O)(=O)c2ccc(N3C(=O)c4c(Cl)c(Cl)c(Cl)c(Cl)c4C3=O)cc2)n1
→ 2	2	-3	0.97	-1	-2	0.98	5.1	3
- O=S(=O)(Cc1ccccc1Cl)NCCc1ccccc1
→ 0	-23	5	1.1	-1	-6	1.2	-1.3	-6
- COCCCN(Cc1ccccn1)S(=O)(=O)Cc1ccccc1
→ 1	10	0	1.1	-2	-7	0.9	0.8	-13
- Cc1ccc(/C=C2\SC(=O)N(CCC(=O)N3CCN(C)CC3)C2=O)cc1
→ -2	11	-16	0.93	0	-2	0.89	-0.8	7

Reformatted bar-delimited: 2 of the compounds above
SMILES | APOBEC3A inh | hIAP block | ATG4B inhibitor | mIAP activ | MIN6 prolif | APOBEC3G inh | hIAP act | MPTP block | mIAP block
COc1ccc(NC(=O)CN2C(=O)COc3ccccc32)cc1OC | -6 | 7 | -3 | 1.1 | 1 | -8 | 0.93 | -0.1 | -8
COc1ccccc1Cn1c(=S)[nH]c2cc(C(=O)N3CCN(c4ccccc4OC)CC3)ccc2c1=O | 0 | -17 | 0 | 0.9 | -7 | 4 | 1.2 | -0.5 | 10

Next part
Values run as follows: APOBEC3A inh	hIAP block	ATG4B inhibitor	mIAP activ	MIN6 prolif	APOBEC3G inh	hIAP act	MPTP block	mIAP block
- COc1ccc(-n2c(SCC(=O)Nc3ccccc3C)nc(O)c(Cc3ccccc3)c2=O)cc1
→ -5	-12	-3	0.93	0	-10	1.1	-1.0	7
- COc1cc(OC)c2ccc(=O)oc2c1C(CC(=O)N1CCOCC1)c1ccc2c(c1)OCO2 (stereo not drawn)
→ 5	-1	-10	1.1	-1	-3	1	1.4	-11
- O=C(O)c1ccc(CSc2nnc(COc3ccccc3)o2)cc1
→ 1	-4	9	0.92	1	-4	1	-0.7	8
- S=C(NC1CCCCC1)N1CCN(C2CCCCC2)CC1
→ -2	5	10	1.1	-2	-14	0.95	0.1	-11
- O=C(COC(=O)C1CCC(=O)N1)Nc1ccccc1OC(F)F (stereo not drawn)
→ -1	-10	0	1.1	1	-4	1.1	-1.8	-14
- Nc1c(-c2ccc(Cl)cc2)cnn1-c1ccccc1
→ -2	5	5	0.89	-5	-7	0.95	0.2	11
- Cc1ccc(S(=O)(=O)NCC2CCC(C(=O)NCc3cccnc3)CC2)cc1 (stereo not drawn)
→ 3	-11	-7	1.2	-4	-9	1.1	-3.5	-20
- N#Cc1c(N)nc2c(c1-c1ccc(F)cc1)CCC2
→ -4	15	-1	0.99	-1	-8	0.85	1.4	1
- CCOCN(C(=O)Cn1c(CO)nc2ccccc21)c1c(C)cccc1CC
→ -6	14	-1	0.96	0	-8	0.86	1.0	4
- O=C(NC1(C(=O)NC2CCCCC2)CCCCC1)c1ccc2c(c1)OCO2
→ -2	10	10	1	0	-4	0.9	-0.9	-2
- Cc1nn(-c2ccccc2)c(Cl)c1/C=N/NC(=O)c1cccnc1
→ 2	5	-9	0.91	-3	1	0.95	1.4	9
- O=S(=O)(Nc1ncccn1)c1ccc(-n2cnnn2)cc1
→ -4	2	2	0.96	3	-9	0.98	-1.1	4
- COC(=O)c1ccc([N+](=O)[O-])cc1N1C(=O)C2C3CCC(C3)C2C1=O (stereo not drawn)
→ -1	9	1	0.9	-1	-6	0.91	-1.0	10
